human PMI inhibitors – human PMI inhibitors, high substrate, primary screen, biochemical, fluorescence intensity, high mannose 6-phosphate (AID 1220). inhibition, % at 20 µM, or IC50 in µM where a hit was titrated. 190,000 tested, 0.66% active. recombinant PMI enzyme, coupled fluorescence intensity; higher % means a stronger effect
KOR beta-arrestin-1 – kappa opioid receptor activators – cell-based, luminescence, uHTS, primary screen (AID 1777); KOR beta-arrestin recruitment, luminescence; higher % means a stronger effect; activation, % at 10 µM; hits with a dose series show EC50 in µM; 280,000 tested, 0.02% active; in the data active = activation above about 50%, passing the limit was not always enough; note: a part of the inactive calls stands beside numbers as strong as those of hits
LYP phosphatase – PTPN22 lymphoid phosphatase activity blockers – biochemical, fluorescence intensity, uHTS (AID 1779); recombinant LYP phosphatase, fluorescence intensity; higher % means a stronger effect; inhibition, % at 11.5 µM; hits with a dose series show IC50 in µM; 290,000 tested, 0.054% active;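 note: plate controls were vehicle with enzyme for no effect and no enzyme for full effect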
KOR beta-arrestin-2 – KOR antagonists, beta-arrestin recruitment, cell-based, luminescence, uHTS (AID 1778). KOR beta-arrestin recruitment, luminescence, antagonist mode; higher % means a stronger effect. 290,000 tested, 0.091% active. inhibition, % at 10 µM, or IC50 in µM where a hit was titrated; note: strong numbers were not always called active
XIAP displacement – XIAP antagonists, biochemical, IAP family, fluorescence polarization (AID 1018). XIAP BIR domain, fluorescence polarization peptide displacement; higher % means a stronger effect. displacement, % at 20 µM, or IC50 in µM where a hit was titrated. 200,000 tested, 0.007% active; in the data active = displacement above about 50%; note: a part of the inactive calls stands beside numbers as strong as those of hits
NOD1 inhibition – inhibition of NOD1-driven NF-kB reporter – cell-based, luminescence, uHTS, primary screen (AID 1578); 290,000 tested, 1% active; NOD1-driven NF-kB luciferase reporter cells, luminescence; higher % means a stronger effect; inhibition, % at 4 µM, or EC50 in µM where a hit was titrated; in the data active = inhibition mostly above about 36%, no sharp cut-off; inactive = mostly below about 34%;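 note: HEK-293T reporter cells stimulated with the NOD1 agonist gamma-tri-DAP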
HEK293 NOD2/NF-kB – NOD2 signaling inhibitors, cell-based, luminescence, uHTS, HEK293 (AID 1566); inhibition, % at 4 µM, or EC50 in µM where a hit was titrated; 290,000 tested, 0.63% active; HEK293 NOD2/NF-kB luciferase reporter, luminescence; higher % means a stronger effect; note: many of its hits are not listed in these tables
human PMI inhibition – MPI enzyme activity inhibition – biochemical, fluorescence intensity, coupled assay, primary screen (AID 1209); purified PMI enzyme, coupled fluorescence intensity; higher % means a stronger effect; one-dose inhibition, % at 20 µM; IC50 in µM for titrated hits; 190,000 tested, 0.42% active;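 note: plate controls were DMSO vehicle for no effect and wells lacking substrate for full effect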
TNAP activators – stimulation of alkaline phosphatase TNAP activity – biochemical, luminescent, no phosphate acceptor, uHTS, primary screen (AID 1001); activation fold at 20 µM; hits with a dose series show EC50 in µM; purified TNAP, luminescent activation assay, no phosphate acceptor; higher activation fold means a stronger effect; 200,000 tested, 0.03% active; in the data active = activation fold from about 3, or a potency from the dose series; inactive = the rest, 99 in 100 with activation fold below about 1.6; note: many of its hits are not listed in these tables
* marks the source's active call; other numbers are inactive results; · = not tested or not shown; [ ] = another dose, or the depositor's remark. Cut-off read from the data, not from the text of the source, unless noted: active = inhibition above about 50%; inactive = the rest.

SMILES | human PMI inhibitors | KOR beta-arrestin-1 | LYP phosphatase | KOR beta-arrestin-2 | XIAP displacement | NOD1 inhibition | HEK293 NOD2/NF-kB | human PMI inhibition | TNAP activators
COC(=O)C1=C(N)c2c(F)cccc2C1(C#N)c1ccccc1 (configuration not stated) | 5% | -1.9% | -4% | 3% | -0.1% | -13% | 1% | 2% | 1.1
O=C(/C=C/c1ccccc1[N+](=O)[O-])NCc1ccccc1Cl | 9% | -2.2% | -3% | -2% | -11% | -18% | -6% | 6% | 1.1
CC(=O)Nc1cc(C(C)(C)C)c(O)c(C(C)(C)C)c1 | 23% | -3.0% | -10% | -18% | -7.8% | 0% | 19% | 25% | 1
Cc1ccc(S(=O)(=O)N2CCN(C(=O)N3CCOCC3)C2C)cc1 (configuration not stated) | 2% | 1.0% | 0% | -16% | -3.6% | -19% | -6% | 1% | 1
Nc1nc(Cl)cc(Nc2ccccc2Cl)n1 | · | 2.1% | -3% | 37% | · | -7% | 7% | · | ·
CCC(=O)N1CCc2cc(S(=O)(=O)NC(C(=O)N3CCN(c4ccc(F)cc4)CC3)C(C)C)ccc21 (configuration not stated) | · | 3.0% | -11% | 9% | · | 8% | 16% | · | ·
CNc1ccc(C2(O)C(=O)c3ccccc3C2=O)cc1 | 0% | 0.1% | 3% | · | -3.3% | -20% | 5% | 2% | 1.2
O=C(Nc1ccccc1F)c1ccc(CSc2ccccc2)o1 | 0% | -0.4% | -2% | 13% | -11% | -40% | -36% | 14% | 1.2
Cc1ccccc1C(=O)N(Cc1cccs1)C1CCS(=O)(=O)C1 (configuration not stated) | · | -3.8% | -8% | -21% | · | -17% | 11% | · | ·
CN(C)S(=O)(=O)c1ccc2c(c1)nc1n2CCC1 | -6% | -4.1% | -11% | 19% | -3.4% | 8% | 4% | -3% | 1.1
Fc1ccc(CSc2nncn2NCc2ccc3c(c2)OCO3)cc1 | -1% | -1.3% | 0% | 17% | -9.6% | · | 6% | 2% | 1.1
CCN(CC)CCCN(Cc1cc2cc3c(cc2[nH]c1=O)OCO3)C(=O)Nc1ccccc1OC | 10% | -3.2% | -11% | 32% | 0.0% | -9% | 13% | 15% | 1.1
COc1ccccc1NC(=O)CSCc1ccc([N+](=O)[O-])cc1 | 17% | -4.5% | -8% | -27%[20 µM] | -2.5% | -25% | -3% | 10% | 1.1
CN(C)CCNc1ncnc2c1sc1nc(N3CCOCC3)c3c(c12)CC(C)(C)SC3 | 9% | 1.4% | -3% | -1% | 0.6% | -26% | 16% | 13% | 1
CCCc1ccc(-c2cc(C(=O)N3CCN(c4ccccn4)CC3)c3ccccc3n2)cc1 | · | 4.5% | 1% | -16% | · | -101% | -120% | · | ·
COc1ccc(-c2oc3ccc(-c4cc(OC)c(OC)c(OC)c4)cc3c2C(=O)c2ccc(OC)nc2)cc1 | · | -3.8% | -7% | -12%[20 µM] | · | 25% | 24% | · | ·
C=CCn1c(SCC(=O)NC2CCCCC2)nnc1-c1ccc(OC)cc1 | 3% | -1.6% | 0% | -7% | -2.9% | -4% | 1% | 0% | 1
O=Cc1cn(CC(=O)Nc2ccc(F)cc2)c2ccccc12 | -13% | 1.5% | -7% | -5% | -3.7% | 22% | 12% | -10% | 1.1
COc1ccccc1C1C2C(=O)N(c3ccccc3)C(=O)C2ON1c1ccccc1 (configuration not stated) | 13% | -4.6% | -1% | 4% | -10% | 3% | 7% | 22% | 1.1
COc1ccc(NC(=O)C2CCN(S(=O)(=O)c3ccc(N4CCCC4=O)cc3)CC2)cc1OC | · | -3.7% | -6% | 27% | · | -10% | 4% | · | ·

Part of the list above in order of SMILES length, largest number first.
SMILES | human PMI inhibitors | KOR beta-arrestin-1 | LYP phosphatase | KOR beta-arrestin-2 | XIAP displacement | NOD1 inhibition | HEK293 NOD2/NF-kB | human PMI inhibition | TNAP activators
COc1ccc(-c2oc3ccc(-c4cc(OC)c(OC)c(OC)c4)cc3c2C(=O)c2ccc(OC)nc2)cc1 | · | -3.8% | -7% | -12%[20 µM] | · | 25% | 24% | · | ·
COc1ccc(NC(=O)C2CCN(S(=O)(=O)c3ccc(N4CCCC4=O)cc3)CC2)cc1OC | · | -3.7% | -6% | 27% | · | -10% | 4% | · | ·
CCN(CC)CCCN(Cc1cc2cc3c(cc2[nH]c1=O)OCO3)C(=O)Nc1ccccc1OC | 10% | -3.2% | -11% | 32% | 0.0% | -9% | 13% | 15% | 1.1
CCCc1ccc(-c2cc(C(=O)N3CCN(c4ccccn4)CC3)c3ccccc3n2)cc1 | · | 4.5% | 1% | -16% | · | -101% | -120% | · | ·
CN(C)CCNc1ncnc2c1sc1nc(N3CCOCC3)c3c(c12)CC(C)(C)SC3 | 9% | 1.4% | -3% | -1% | 0.6% | -26% | 16% | 13% | 1
COc1ccccc1C1C2C(=O)N(c3ccccc3)C(=O)C2ON1c1ccccc1 (configuration not stated) | 13% | -4.6% | -1% | 4% | -10% | 3% | 7% | 22% | 1.1
C=CCn1c(SCC(=O)NC2CCCCC2)nnc1-c1ccc(OC)cc1 | 3% | -1.6% | 0% | -7% | -2.9% | -4% | 1% | 0% | 1
COc1ccccc1NC(=O)CSCc1ccc([N+](=O)[O-])cc1 | 17% | -4.5% | -8% | -27%[20 µM] | -2.5% | -25% | -3% | 10% | 1.1
Cc1ccccc1C(=O)N(Cc1cccs1)C1CCS(=O)(=O)C1 (configuration not stated) | · | -3.8% | -8% | -21% | · | -17% | 11% | · | ·
Fc1ccc(CSc2nncn2NCc2ccc3c(c2)OCO3)cc1 | -1% | -1.3% | 0% | 17% | -9.6% | · | 6% | 2% | 1.1
O=Cc1cn(CC(=O)Nc2ccc(F)cc2)c2ccccc12 | -13% | 1.5% | -7% | -5% | -3.7% | 22% | 12% | -10% | 1.1
CNc1ccc(C2(O)C(=O)c3ccccc3C2=O)cc1 | 0% | 0.1% | 3% | · | -3.3% | -20% | 5% | 2% | 1.2
Nc1nc(Cl)cc(Nc2ccccc2Cl)n1 | · | 2.1% | -3% | 37% | · | -7% | 7% | · | ·

(list continues)
SMILES | human PMI inhibitors | KOR beta-arrestin-1 | LYP phosphatase | KOR beta-arrestin-2 | XIAP displacement | NOD1 inhibition | HEK293 NOD2/NF-kB | human PMI inhibition | TNAP activators
O=C(Nc1ccnc(-c2cccnc2)n1)c1ccc(Cl)cc1 | 9% | 5.8% | -2% | -18% | -4.2% | -5% | -8% | 6% | 1
COc1ccc(OC)c(NC(=O)Cn2cc(C#N)c3ccccc32)c1 | -1% | 2.4% | -4% | -51% | -0.5% | 2% | -13% | 4% | 1.1
Cc1noc(C)c1S(=O)(=O)Nc1ccc(C(=O)NC2CCCCC2C)cc1 (configuration not stated) | 6% | 3.8% | -2% | -15% | -1.3% | 3% | 12% | 6% | 1.1
Cc1cc(C)n(/N=C/c2c[nH]c3ccccc23)c(=O)c1 | 1% | -8.4% | -6% | 6% | -2.5% | 16% | 2% | -3% | 1.1
COc1cc(C2C(C(C)=O)=C(O)C(=O)N2CCc2c[nH]c3ccccc23)ccc1O (configuration not stated) | 22% | -4.4% | -2% | -5% | -0.2% | -12% | 6% | 10% | 1.1
CCOC(=O)C1CCCN(C(=O)c2cccc(S(=O)(=O)N3CC(C)OC(C)C3)c2)C1 (configuration not stated) | · | -3.6% | -7% | 11% | · | 0% | 23% | · | ·
c1cnn(-c2cncc(-n3cccn3)n2)c1 | 2% | -2.7% | -8% | 26% | 4.7% | -26% | -12% | 8% | 1.1
CSc1nc2ccc(NS(=O)(=O)c3cccc(Cl)c3Cl)cc2s1 | 4% | 3.3% | -5% | -33% | -1.7% | 42% | 30% | 9% | 1
O=C(c1ccco1)N1CCN=C1SCc1ccccc1F | -6% | 6.4% | -7% | -19% | -5.1% | 21% | -4% | 1% | 1
C/C(=N\N1CCN(Cc2ccccc2)CC1)c1ccco1 | -7% | · | -11% | -10%[20 µM] | 13% | -31% | -25% | -7% | 1
O=C(Nc1cccc2ccccc12)C1CCN(C(=O)NCc2ccccc2)CC1 | 18% | 0.7% | -3% | 1% | -3.1% | 1% | -12% | 2% | 1.1
CCn1c(=S)[nH]c2cc(Cl)ccc21 | · | 7.8% | -6% | -67% | · | 5% | 19% | · | ·
C/C(=N\NC(=O)Cn1nc(C)c(Br)c1C)c1cccs1 | 7% | -5.6% | -6% | 18% | -7.0% | -7% | -2% | 3% | 1.1
O=C(c1cccs1)N1CCN(Cc2ccccn2)CC1 | -9% | · | -2% | 4%[20 µM] | -8.6% | 13% | -36% | 0% | 1.1
O=C(Nc1ccccc1-c1ccccc1)c1cnccn1 | 7% | 5.6% | 1% | 18% | -1.2% | -24% | -14% | 2% | 1.1
O=C(CC1(O)C(=O)Nc2ccccc21)c1ccccc1 (configuration not stated) | 13% | 1.1% | -2% | 2% | -2.6% | -34% | 7% | 15% | 1.1
O=C(O)CSc1nnc(-c2ccccc2O)n1Cc1ccccc1 | -4% | -1.4% | -11% | 8% | -2.7% | -2% | 22% | 1% | 1
C/C(=N/NS(=O)(=O)c1ccc(Cl)cc1)c1cccc(O)c1 | -3% | 3.8% | 7% | -11% | -2.1% | -6% | 12% | 4% | 1.1
O=C(COc1cccc2ccccc12)N1CCN(c2ccccn2)CC1 | 20% | -1.9% | -6% | 30% | -7.5% | -49% | -2% | 19% | 1.1
Cc1cc(S(=O)(=O)Nc2cccnc2)c(Cl)cc1Cl | · | -1.3% | -7% | -17%[20 µM] | · | 43% | 12% | · | ·
O=C(O)CCSc1nnc(SCC(=O)NCC(F)(F)F)s1 | -26% | -0.2% | -2% | -1% | -2.3% | -32% | 4% | -17% | 1.1
Cc1ccc(C(=O)O)cc1N=Cc1cc(Br)cc(Br)c1O | 12% | 12% | -6% | -3% | -15% | -18% | 8% | -18% | 1
Cc1onc(-c2ccccc2Cl)c1C(=O)N1CCCc2ccccc21 | 4% | 1.8% | -3% | 2% | -2.5% | -10% | 3% | 4% | 1.1
CCOC(=O)c1ccc(NC(=O)CSC2=NN3CCCC(=O)N=C3S2)cc1 | · | 2.9% | -12% | -52% | · | -32% | 3% | · | ·
O=C(NC1CCCc2ccccc21)c1ccccc1Cl (configuration not stated) | 11% | -0.3% | -3% | -14% | -5.3% | -15% | 8% | 8% | 1.1
Cc1cc(C)n(-c2ccccc2C#N)n1 | · | 0.5% | -3% | 41% | · | -7% | -5% | · | ·
O=C(/C=C/c1ccc(-c2ccccc2[N+](=O)[O-])o1)c1ccccc1 | 47% | -1.9% | -6% | 14% | -3.0% | -27% | -4% | 9% | 1
CCOc1[nH]n(-c2ccc(Cl)cc2)c(=O)c1C=Nc1ccc(C)cc1 | -6% | -2.4% | -7% | 20% | 1.5% | -11% | 0% | 0% | 1.2
COc1ccc(S(=O)(=O)N2c3ccccc3OCC2C(C)(C)C)cc1 (configuration not stated) | 12% | 1.9% | 6% | 14% | -4.0% | 2% | 16% | 12% | 1
COc1ccc(C(=O)Nc2cccc(/C(C)=N/NC(=O)c3ccc([N+](=O)[O-])c(C)c3)c2)cc1OC | 12% | -1.0% | 6% | 6% | -2.4% | 1% | -3% | 16% | 1
COc1ccccc1CNC(=O)Cc1cc(=O)[nH]c(=O)[nH]1 | 9% | 0.2% | -1% | -17% | -10% | -22% | 1% | 7% | 1.1
Cc1[nH]n(-c2ccccc2)c(=O)c1N=Nc1ccccc1 | 7% | · | 3% | 4%[20 µM] | 14% | -44% | -129% | 5% | 1

Only part of the results is shown; rates above refer to the full screens.
